Bioassay records: PubChem BioAssay, National Center for Advancing Translational Sciences (NCATS)
BRCT PPI red – qHTS Assay for Inhibitors of BRCT-Phosphoprotein Interaction (Red Fluorophore); Breast cancer type 1 susceptibility protein (Homo sapiens), P38398; BRCT-phosphopeptide binding, red fluorescence polarization; Potency, µM (top dose mostly 76.9 µM), inactives show at the top dose activity change, negative = inhibition, most hits filed as inhibitors; hit rate 0.03% among 75,000; AID 892, 2007; further: on the % scale 0 is the no-effect control and ±100 the full control effect
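Rhodamine-labelled pBACH1 10-mer (100 nM) bound to BRCT domain (100 nM) at pH 7.3; compounds incubated 12 min room temperature, polarization read. Free peptide defines full inhibition; unlabelled decapeptide titrated as control.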
Tau filament bind – qHTS Assay for Tau Filament Binding; hit rate 2% among 71,000; Potency, µM (top dose mostly 57.1 µM), for inactives: at the top dose activity change, negative = inhibition; recombinant tau filaments, thioflavin S fluorescence, 15 h; filaments grown with octadecylsulfate alongside compound;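 further: potency means the concentration at half of the fitted maximal effect; on the % scale 0 is the no-effect control and ±100 the full control effect; actives lower thioflavin S fluorescence by blocking filaments or displacing dye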
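Recombinant tau protein (human, 1 uM final) plus 30 uM ODS in HEPES pH 7.4 with NaCl, DTT and thioflavine S. Compound present from the start; fluorescence at 510 nm after 15 h, 37 C.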
BRCT inh green – qHTS Assay for Inhibitors of BRCT-Phosphoprotein Interaction (Green Fluorophore) | Breast cancer type 1 susceptibility protein (Homo sapiens), P38398 | BRCA1 BRCT-phosphopeptide binding, green fluorescence polarization | Potency, µM (series often up to 76.9 µM), for the others: top-dose activity change, negative = inhibition, usual class: inhibitors | hit rate 0.05% among 75,000 | AID 875, 2007;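 further: potency means the concentration at half of the fitted maximal effect; plate controls were peptide without protein for full effect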
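Compounds were incubated for 12 min at room temperature with a complex of 100 nM fluorescein-tagged pBACH1 decapeptide and 250 nM His-tagged BRCT protein. Buffer was phosphate pH 7.3 with EDTA, DTT and Tween 20. Disruption of binding lowers the polarization signal.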
USP2a inh – qHTS Assay for Inhibitors of Ubiquitin-specific Protease USP2a; USP2a enzymatic assay, qHTS inhibition; Ubiquitin carboxyl-terminal hydrolase 2 (Homo sapiens), O75604; hit rate 0.1% among 60,000; Potency, µM (highest dose often 38.3 µM), without a hit: at the highest dose activity change, negative = inhibition, most hits filed as inhibitors;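 further: potency means the concentration at half of the fitted maximal effect; nearly all actives have a fitted effect of over 60% in size; plate controls were DMSO for no effect and NEM full inhibition control for full effect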
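20 nM USP2 core + cpd, 30 min RT; add 20 nM Ub-PLA2/20 uM NBD C6-HPC; read Ex460/Em535 at 0 h and 2.5 h. Normalized to NEM; qHTS curve fit/classification.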
A350 fluor – qHTS Assay for Spectroscopic Profiling in A350 Spectral Region | hit rate 11% among 59,000 | AID 590, 2007 | max dye-equivalent concentration, M | Compound autofluorescence, 340/450 nm, Alexa 350 dye-equivalents; hits give high values; in the data active means max dye-equivalent concentration above about 10 nM; inconclusive means mostly about 1.1 nM to 9.6 nM
FLuc inh – qHTS Assay for Inhibitors of Firefly Luciferase. Luciferin 4-monooxygenase (Photinus pyralis), P08659. purified firefly luciferase, luminescence, 8 min. Potency, µM (doses to about 57.1 µM), for the others: top-dose activity change, negative = inhibition, usual class: inhibitors. hit rate 2.2% among 72,000; further: potency means the concentration at half of the fitted maximal effect; on the % scale 0 is the no-effect control and ±100 the full control effect; nearly all actives have a fitted effect of over 40% in size
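Substrate buffer containing 10 uM ATP (pH 7.2 imidazole, Mg2+, KCl, detergent, BSA) is dispensed, compound pinned in, then luciferase/luciferin detector mix added. After 8 min at ambient temperature, light output is measured.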
ERK AVP inh – qHTS Assay for Inhibitors of the ERK Signaling Pathway using a Homogeneous Screening Assay; AID 995, 2007; hit rate 0.99% among 72,000; Potency, µM (doses to about 57.5 µM), for the others: top-dose activity, negative = inhibition, usual class: inhibitors; HEK293-V1b, vasopressin-stimulated pERK AlphaScreen; further: potency means the concentration at half of the fitted maximal effect; on the % scale 0 is the no-effect control and ±100 the full control effect; nearly all actives have a fitted effect of over 55% in size
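HEK293 cells stably expressing V1b receptor, preincubated 30 min at 37 °C with compound, then stimulated 5 min with 25 nM vasopressin. Phospho-ERK by AlphaScreen SureFire after 5 h RT; normalized to DMSO and vasopressin; AC50 by Hill fit.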
Casp1 inh – qHTS Assay for Allosteric/Competitive Inhibitors of Caspase-1; Caspase-1 enzyme, Ac-WEHD-AFC fluorogenic rate; Potency, µM (highest dose often 57.5 µM), for inactives: at the highest dose activity change, negative = inhibition, hits mostly inhibitors; hit rate 0.03% among 75,000; AID 900, 2007;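 further: potency means the concentration at half of the fitted maximal effect; plate controls were vehicle for no effect and no substrate for full effect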
Caspase-7 inhib – qHTS Assay for Allosteric/Competitive Inhibitors of Caspase-7; P55210; recombinant caspase-7, Ac-DEVD-AFC fluorescence rate; Potency, µM (doses to about 57.5 µM), for the others: top-dose activity change, negative = inhibition, hits mostly inhibitors; hit rate 0.02% among 75,000; active means well fitted inhibition curve with a large enough effect in the main read-out, with a control signal flat, not every such curve was filed as active; inconclusive means small, poorly fitted or top-dose-only effect, or a change in a side signal; further: potency means the concentration at half of the fitted maximal effect; % of control where 0% means no effect
CRE Fsk mod – Cell signaling CRE-BLA (Fsk stim). CHO CRE-bla reporter (cAMP response element driving beta-lactamase), forskolin EC10, beta-lactamase ratio. Potency, µM (titrated, usually from 38.2 µM), for inactives: at the top dose activity change, negative = inhibition, usual class: activators. hit rate 2.5% among 71,000. AID 662, 2007; active means well fitted activation curve with a large enough effect in the signal ratio, with a control signal flat, not every such curve was filed as active; inconclusive means small, poorly fitted or top-dose-only effect, or effect the other way, or a change in a side signal; the % refers to the signal ratio; further: potency means the concentration at half of the fitted maximal effect; % of control where 0% means no effect
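CRE-bla CHO reporter cells treated with compound titration plus EC10 NKH 477 (water-soluble forskolin), incubated 3 h at 37 °C; CCF4 loading 2 h at room temperature, 460/530 nm emission ratio read, AC50 values derived for positive or negative modulators.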
HEK293 cAMP ctrl – qHTS Assay for Agonists of the Thyroid Stimulating Hormone Receptor: Activators of Intracellular cAMP Concentrations in Parental HEK 293 | parental HEK293 CNG cAMP sensor, membrane potential fluorescence | Potency, µM (top dose mostly 57.1 µM), for the others: top-dose activation, actives largely listed as activators | hit rate 2.5% among 73,000; further: potency means the concentration at half of the fitted maximal effect; % of control where 0% means no effect; nearly all actives have a fitted effect of over 55% in size
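Counterscreen for endogenous-receptor signalling: CNG-channel HEK 293 cells report cAMP rise by membrane depolarization. After 60 min dye equilibration with 100 uM RO 20-1724, compounds incubated 30 min before bottom-read fluorescence at 590 nm.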
An asterisk follows results filed as active; i = inactive; u = inconclusive; x = not tested or not shown; [ ] = remark or other dose. Unless noted, the call rests on the fitted dose curve; in most records, active means well fitted curve in the direction sought with a large enough effect; inconclusive means small, poorly fitted or top-dose-only effect, or another doubt; inactive means no such curve, though single readings can be large; an effect the other way counts as inactive or inconclusive. Compounds were not picked by outcome, and some 16% of all compounds hit somewhere here.

Under each structure – BRCT PPI red, Tau filament bind, BRCT inh green, USP2a inh, A350 fluor, FLuc inh, ERK AVP inh, Casp1 inh, Caspase-7 inhib, CRE Fsk mod, HEK293 cAMP ctrl
1: COc1cccc(-n2c(COc3ccccc3C)nnc2SCC(=O)O)c1
    0.5%, 0%, 1.4%, -5%, i, 1%, -9%, 1%, -1%, u, -1%
2: CCc1ccc(Nc2cc(=O)n(C3CCCCC3)c(=O)[nH]2)cc1
    0.8%, 5%, -1.4%, 11%, u, -4%, 1%, 0%, -3%, -12%, 20%
3: Cc1cccc(C2N(c3ccc(F)cc3)C(=O)C3CCCN32)c1 (stereo unspecified)
    -1.0%, 23%, 0.4%, x, x, 2%, -27%, -3%, -2%, -7%, 11%
4: CCOC(=O)c1cccc(N2C(=O)C3C(C(=O)NC4CC4)C4(C)C=CC3(O4)C2C(=O)NC(C)(C)C)c1 (stereo unspecified)
    -1.8%, 3%, 0.8%, 10%, i, 3%, 21%, 2%, -1%, 1%, -5%
5: Cc1cc2ncn(/N=C/c3cccnc3)c2cc1C
    -2.2%, -10%, 2.7%, 21%, u, -10%, 0%, 2%, 0%, 14%, -5%
6: CCOC(=O)c1cc(-c2ccco2)nc2c1c(C)nn2CCC#N
    0.1%, 16µM*, 0.6%, 35%[activator], 3e-07M*, -2%, 14%, -4%, -6%, u, u
7: CCOc1ccc(N2CC(C(=O)Nc3ccc(S(=O)(=O)N4CCOCC4)cc3)CC2=O)cc1 (stereo unspecified)
    -3.2%, -2%, -1.5%, 20%, u, -1%, -20%, 0%, 6%, u, -12%
8: CCOC(=O)OCC1OC(CCc2ccccc2)CCC1Oc1ccc(OC)cc1 (stereo unspecified)
    -0.2%[15.4 µM], x, -2.0%[15.4 µM], x, x, x, 3%[11.5 µM], 0%[11.5 µM], 1%[11.5 µM], x, 17%[11.4 µM]
9: C/C=C/Cn1c(SCc2ccc(Cl)cc2)nc2c1c(=O)[nH]c(=O)n2C
    -0.8%, 19%, -1.3%, -14%, i, 3%, 11%, 0%, 1%, 2µM*, 25µM*
10: COc1cccc(C2/C(=C(\O)c3ccc4c(c3)OCO4)C(=O)C(=O)N2CCN(C)C)c1OC (stereo unspecified)
    0.0%, -1%, -0.7%, -5%, i, -2%, 1%, 1%, 0%, -2%, -3%
11: O=C(O)C(=O)/C=C(\O)c1ccc(Br)cc1
    -1.0%[15.4 µM], 10%[11.4 µM], 0.7%[15.4 µM], x, i, 0%[11.4 µM], 3%[11.5 µM], 1%[11.5 µM], 2%[11.5 µM], -4%[7.6 µM], 19%[11.4 µM]
12: C1=CC2CC1CC2CN1CCN(c2ccccc2)CC1 (stereo unspecified)
    -0.1%, 5%, -3.6%, 9%, u, 1%, -17%, -2%, -3%, 11%, 29%
13: Cn1cccc1C(=O)N1CCC2(CCCN(C(=O)Nc3cccc(F)c3)C2)CC1
    -4.1%, -1%, -2.3%, 87%[activator], i, 0%[11.4 µM], -16%, -2%, -1%, -14%, 17%
14: CC1(C)C(OC(=O)CCC(=O)O)CC[C@]2(C)C1CC[C@@]1(C)C2C(=O)C=C2[C@@H]3C[C@@](C)(C(=O)O)CC[C@]3(C)CCC21C (stereo partly specified)
    2.2%, x, -0.4%[3.08 µM], -4%, x, x, -5%, -2%, -5%, x, x
15: O=C(c1cccc(C(=O)N2CCN(c3ccccc3)CC2)c1)N1CCN(c2ccccc2)CC1
    1.2%, 63%, -3.2%, 33%[activator], x, 1%, u, -2%, -3%, 2%, u
16: Cc1ccc(N2CCCCn3c2nc2c3c(=O)[nH]c(=O)n2C)cc1
    -0.9%, -8%, -1.8%, 4%, u, -2%, -12%, -3%, -2%, u, -12%
17: CCOC(=O)c1c(NC(=O)OC)sc2c1CCC2
    -0.8%, -8%, 0.2%, -7%, i, 1%, -1%, 0%, 0%, u, 23%
18: O=C(C1CCCN1S(=O)(=O)c1cccc2cccnc12)N1CCn2c1nc1ccccc12 (stereo unspecified)
    0.0%, 14%, 0.1%, x, x, -1%, -3%, 0%, -3%, u, -11%
19: CC(=O)c1cccc(NC(=O)C2CCN(S(=O)(=O)c3ccc(C)cc3)CC2)c1
    1.3%, 5%, 4.4%, 23%, i, -35%, 4%, -5%, 0%, -7%, -1%
20: Cc1cc2nc(-c3ccc(SCC(=O)N4CCN(C(=O)c5ccco5)CC4)nc3)[nH]c2cc1C
    1.8%, 20%, 6.4%, 45%[activator], 3e-08M*, 0.63µM*, 8%, -2%, -2%, u, 10%

The last five entries of the section above lead into the next:
Under each structure – BRCT PPI red, Tau filament bind, BRCT inh green, USP2a inh, A350 fluor, FLuc inh, ERK AVP inh, Casp1 inh, Caspase-7 inhib, CRE Fsk mod, HEK293 cAMP ctrl
16: Cc1ccc(N2CCCCn3c2nc2c3c(=O)[nH]c(=O)n2C)cc1
    -0.9%, -8%, -1.8%, 4%, u, -2%, -12%, -3%, -2%, u, -12%
17: CCOC(=O)c1c(NC(=O)OC)sc2c1CCC2
    -0.8%, -8%, 0.2%, -7%, i, 1%, -1%, 0%, 0%, u, 23%
18: O=C(C1CCCN1S(=O)(=O)c1cccc2cccnc12)N1CCn2c1nc1ccccc12 (stereo unspecified)
    0.0%, 14%, 0.1%, x, x, -1%, -3%, 0%, -3%, u, -11%
19: CC(=O)c1cccc(NC(=O)C2CCN(S(=O)(=O)c3ccc(C)cc3)CC2)c1
    1.3%, 5%, 4.4%, 23%, i, -35%, 4%, -5%, 0%, -7%, -1%
20: Cc1cc2nc(-c3ccc(SCC(=O)N4CCN(C(=O)c5ccco5)CC4)nc3)[nH]c2cc1C
    1.8%, 20%, 6.4%, 45%[activator], 3e-08M*, 0.63µM*, 8%, -2%, -2%, u, 10%
21: CCCn1c(-c2ccc(F)cc2)nc2c(NC3CCN(Cc4ccccc4)C3)nc(C)nc21 (stereo unspecified)
    -1.4%, 175%, -0.1%, x, x, x, -14%, -2%, -2%, 10%, u
22: COc1ccccc1-c1cc(C(F)(F)F)nc(N2CCN(c3ccccc3)CC2)n1
    1.4%, 5%, -1.2%, 7%, u, 3%, 15%, 1%, 1%, -1%, 11%
23: O=C(Nc1nccs1)c1cc2sccc2n1Cc1ccc(F)cc1
    1.1%, 24%, 1.2%, 14%, i, -2%, u, -4%, -3%, 10%, u
24: N#Cc1ccc(NC(=O)Nc2ccc(Cl)cc2)cc1
    -0.8%, 417%, -2.6%, -15%, x, -30%, 1%, 0%, -3%, u, u
25: O=C(CCc1ccccc1)Nc1ccc(Cl)cn1
    -1.3%, 9%, -0.4%, 4%, i, -6%, -8%, 0%, 0%, u, 15%
26: O=c1[nH]cnc2nc[nH]c12
    0.9%, x, -0.8%, 7%, x, x, 5%, 1%, 0%, x, x
27: CC(=O)N1CCN(c2ccc(Nc3ncnc4c3oc3ccccc34)cc2)CC1
    -1.4%, 25µM*, -2.7%, 6%, u, -23%, 20µM*, -2%, -1%, -5%, 4%
28: CCCCCC/C(C=O)=C\c1ccccc1
    0.2%, -17%, 1.8%, x, x, x, 10%, 0%, -3%, 2%, 24%
29: COc1cc(NC(=O)c2onc(C)c2Cl)c(OC)cc1Cl
    -0.2%, 125%, -2.0%, x, x, 0%, -14%, u, -24%, u, 10%
30: O=C(NCc1ccco1)c1cc2nc(C3CC3)cc(C(F)(F)F)n2n1
    -0.4%, -8%, 0.9%, 8%, u, 0%, u, -1%, -3%, u, 2%
31: Cc1cc(C(F)(F)F)nn1CC(=O)NCc1ccccc1
    0.7%, -9%, -0.1%, 1%, i, -27%, 8%, 0%, 0%, -6%, u
32: CCN1C(=O)N(CC)C2C1N(C(C)=O)C(=O)N2C(C)=O (stereo unspecified)
    -1.0%, -5%, -3.4%, 1%, i, 4%, 2%, -1%, 0%, -6%, 8%
33: COc1ccc2c(c1)OC/C(=C/c1ccc(OC)c(OC)c1)C2=O
    -0.8%, x, 2.7%, 1%, x, x, 16µM*, -10%, -16%, x, x
